From PubChem BioAssay
BH1578 lux ind: inducers of Vibrio cholerae quorum light production without autoinducers, primary screen, BH1578 luxS cqsA deficient, single point; 0.16% of 350,000 active; AID 588436, 2011; V. cholerae BH1578 lux reporter, luminescence, 6 h; activation, % at 18.7 µM; in the data active = activation mostly above about 9.7%, no sharp cut-off; also: not every result past the cut was called active; inactives centre near 0; reference of the scale not given here
FBA Mtb inh: Mtb FBA enzyme inhibitors, primary screen, biochemical, fluorescence, strain H37Rv; Fructose-bisphosphate aldolase (Mycobacterium tuberculosis (strain ATCC 25618 / H37Rv)), …; purified M. tuberculosis FBA, fluorescence read-out; inhibition, % at 1 µM; 2.3% of 360,000 active; in the data active = inhibition above about 27%;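 also: 0% = vehicle and 100% = reference inhibitor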
SSB-PriA inh: inhibitors of Klebsiella pneumoniae PriA binding to SSB C-terminal tail, primary screen, biochemical, AlphaScreen. PriA–SSB C-terminal tail interaction (Klebsiella pneumoniae). AlphaScreen SSBct-PriA binding, biotinylated peptide. inhibition, % at 33 µM. 0.6% of 430,000 active. AID 1272365, 2023; in the data active = inhibition mostly above about 37%, no sharp cut-off; inactive = mostly below about 20%;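 also: plate controls were negative control peptide for no effect and reference peptide for full effect; strong numbers were not always called active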
BioA inh: M. tuberculosis BioA enzyme inhibitors, primary screen, biochemical, plate reader, single point, HTS; inhibition, % at 9.99 µM; purified M. tuberculosis BioA enzyme; AID 602481, 2012; 7,8-diaminopelargonic acid synthase BioA (Mycobacterium tuberculosis); 0.096% of 360,000 active; in the data active = inhibition above about 40%
VHR inh abs: VHR1 phosphatase inhibitors, primary screen, biochemical, absorbance, uHTS; Dual specificity protein phosphatase 3 (Homo sapiens), P51452; recombinant VHR phosphatase, pNPP absorbance; inhibition, % at 13.3 µM; 0.52% of 290,000 active; in the data active = inhibition above about 50%; also: some compounds called inactive have numbers as strong as hits
Rv3671c protease: Rv3671c serine protease inhibitors, primary screen, biochemical, fluorescence polarization, M. tuberculosis H37Rv; 0.048% of 320,000 active; inhibition, % at 5.96 µM; in the data active = inhibition above about 38%;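 also: extracellular domain of Rv3671c used as enzyme; 0% = enzyme with DMSO and 100% = no enzyme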
Target sequence (P9WHR9 whole entry, looked up, the tested form may be a part): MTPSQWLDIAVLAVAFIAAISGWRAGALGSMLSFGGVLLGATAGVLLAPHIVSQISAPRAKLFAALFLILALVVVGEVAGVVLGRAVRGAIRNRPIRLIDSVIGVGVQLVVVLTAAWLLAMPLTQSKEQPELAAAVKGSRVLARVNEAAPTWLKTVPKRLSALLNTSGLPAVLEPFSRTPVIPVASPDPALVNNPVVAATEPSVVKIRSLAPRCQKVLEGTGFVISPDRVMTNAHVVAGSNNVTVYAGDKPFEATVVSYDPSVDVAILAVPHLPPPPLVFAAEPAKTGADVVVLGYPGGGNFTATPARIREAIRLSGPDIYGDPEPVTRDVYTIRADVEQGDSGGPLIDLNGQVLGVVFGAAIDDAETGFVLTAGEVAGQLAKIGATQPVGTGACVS
SARS 3CLpro inh: SARS-CoV 3CLpro protease inhibitors, primary screen, biochemical, quenched FRET; recombinant SARS-CoV 3CLpro, quenched FRET peptide cleavage; inhibition, % at 6 µM; 0.14% of 290,000 active; AID 1706, 2009; in the data active = inhibition above about 12%
GDH-TPI inh: GDH-TPI coupling enzyme inhibitors, primary screen, artefact control for M. tuberculosis FBA inhibitor project, biochemical, absorbance, full deck | GDH-TPI coupled enzyme counterscreen, NADH absorbance | inhibition, % at 4.8 µM | 1.2% of 360,000 active; in the data active = inhibition above about 30%;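 also: 0% = DMSO wells and 100% = wells lacking the enzyme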
MazF activator: activators of E. coli MazEF toxin-antitoxin RNase, primary screen, biochemical, fluorescence, uHTS; activation, % at 20 µM; 0.32% of 350,000 active; FAM/BHQ RNA-DNA oligo cleavage fluorescence, 5 h; in the data active = activation above about 50%
Target sequence (P0AE70 whole entry, looked up): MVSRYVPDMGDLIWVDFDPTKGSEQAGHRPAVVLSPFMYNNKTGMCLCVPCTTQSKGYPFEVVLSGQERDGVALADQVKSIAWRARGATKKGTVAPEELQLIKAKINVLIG
Mtb UGM inh: M. tuberculosis UGM enzyme inhibitors, primary screen, biochemical, fluorescence polarization, single point | UDP-galactopyranose mutase (Mycobacterium tuberculosis (strain ATCC 25618 / H37Rv)), … | 0.06% of 320,000 active | purified UGM, fluorescence polarization probe displacement | inhibition, % at 10 µM; in the data active = inhibition above about 10%, passing the limit was not always enough
Target sequence (P9WIQ1 whole entry, looked up): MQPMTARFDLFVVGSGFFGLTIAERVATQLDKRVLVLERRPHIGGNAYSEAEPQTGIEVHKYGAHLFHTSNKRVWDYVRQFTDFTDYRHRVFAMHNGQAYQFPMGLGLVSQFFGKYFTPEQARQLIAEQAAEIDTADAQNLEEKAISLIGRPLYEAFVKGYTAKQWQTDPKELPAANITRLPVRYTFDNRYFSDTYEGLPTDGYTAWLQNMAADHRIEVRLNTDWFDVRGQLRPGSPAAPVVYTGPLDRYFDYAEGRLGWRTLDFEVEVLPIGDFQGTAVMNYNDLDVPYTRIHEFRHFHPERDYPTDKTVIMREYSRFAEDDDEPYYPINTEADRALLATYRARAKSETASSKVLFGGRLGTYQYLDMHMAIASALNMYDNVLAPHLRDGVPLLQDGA
The depositor's hits bear a star; i = inactive; . = no result given. Only part of the results is shown; count on the stated rates, not on these rows.

SMILES	BH1578 lux ind	FBA Mtb inh	SSB-PriA inh	BioA inh	VHR inh abs	Rv3671c protease	SARS 3CLpro inh	GDH-TPI inh	MazF activator	Mtb UGM inh
CCc1nnc(N/N=C/c2ccccc2F)n1N	-0.2	-2	.	.	12	-84	1	-2	3	-1.2
CC1CCCC(NC(=O)CN2C(=O)NC(c3ccccc3)(c3ccccc3)C2=O)C1C (configuration not stated)	-0.3	-2	-4	1.2	.	.	.	4	4	.
CCOc1ccc(N(CC(=O)Nc2cccc(C)c2C)S(=O)(=O)c2c(C)[nH]c(=O)[nH]c2=O)cc1	-0.7	1	-1	-0.7	27	-10	-2	1	1	0.1
NC(=O)CSc1nnc2n(N)c(=O)c3ccccc3n12	i	-2	-2	0.4	.	-12	0	-4	3	0.4
CC(C)(C)c1nc(SCC(=O)c2ccccc2)c2ccccc2n1	0.1	1	-13	.	3	2	4	6	3	-0.7
CC(C)CCSc1nc2ccccc2[nH]1	-0.3	-1	-12	.	7	12	-5	-1	0	-0.1
Cc1ccc(S(=O)(=O)N2CCOCC2)cc1C(=O)OC(C)C(=O)NC1CCCC1 (configuration not stated)	2.1	1	0	-1.2	.	0	.	2	5	0.7
Cc1ccc(-c2cnc(NC(=O)CCC(=O)N(C)Cc3ccccc3)n2C)cc1	i	-8	18	0.0	26	0	2	-7	-5	-1.5
O=C(CCc1ccc(S(=O)(=O)N2CCOCC2)cc1)OCC(=O)c1ccccc1F	i	-2	1	0.3	.	-1	.	2	9	-0.3
CC(=O)Oc1ccc2c(C)c(CC(=O)N3CCN(C(=O)C4COc5ccccc5O4)CC3)c(=O)oc2c1C (configuration not stated)	0.5	44*	-11	-2.2	8	-2	0	2	9	-0.5
COC(=O)COc1cccc(NC(=O)c2ccc(C)cc2)c1	-0.2	0	-10	7.6	24	-11	-1	0	4	-1.9
CCn1c(SCC(=O)Nc2ccc(S(N)(=O)=O)cc2)nnc1-c1ccccc1OC	1.0	-2	-18	.	20	-7	3	-3	-3	-0.1
Cc1cc(C)n(-c2nncc(-c3ccccc3)n2)n1	i	5	-7	.	-13	4	4	2	2	1.7
COc1ccc(S(=O)(=O)N2CCCCC2)cc1NC(=O)C1CCCC1	3.2	-2	-18	1.3	.	1	.	0	1	2.8
O=C(C1CCCN(c2ncnc3c2nc2n3CCCCC2)C1)N1CCN(c2ccccc2F)CC1 (configuration not stated)	i	-3	15	2.3	20	6	6	11	2	-0.2
OC(CNC1CCCC1)COc1ccccc1Br (configuration not stated)	i	0	5	-0.9	2	.	3	0	12	0.7
CCOc1ccc(NC(=S)Nc2ccc(C)c([N+](=O)[O-])c2)cc1	.	2	15	3.7	-16	-4	-3	-2	1	-0.4
O=S(=O)(c1cccc2cccnc12)n1cnc2ccccc21	-0.6	1	-14	-0.7	33	-3	5	9	3	2.4
CC(=NNC(=S)N1CCCCCC1)c1cccc2cccnc12	i	-4	-6	.	.	.	.	3	6	.
O=C(CNC(=O)c1cc(Cl)cc([N+](=O)[O-])c1)OCC(=O)N1CCCCC1	i	4	3	-0.4	.	8	.	10	4	0.3
CC(C)(C)c1ccc(S(=O)(=O)N2CCN(C(=O)c3ccc4c(c3)C(=O)N(Cc3ccncc3)C4=O)CC2)cc1	i	4	25	.	.	.	.	9	-16	.
COc1ccc(CNC(=O)CCCn2nc([N+](=O)[O-])cc2C)cc1	i	4	-7	.	1	4	4	-9	7	-0.2
Cc1ccccc1-n1nc(C)c(N=O)c1N	-0.4	113*	-7	.	14	0	4	5	3	-3.3
O=C(CN1CCCN(S(=O)(=O)c2ccc(F)cc2)CC1)Nc1ccccc1Br	4.8	-7	-11	1.2	-5	-1	2	-1	-7	-2.0
Cc1ccc(NS(=O)(=O)c2ccc(CCC(=O)N3CCOCC3)cc2)cc1	i	1	-11	-1.3	16	-5	-1	7	9	2.7
O=C(/C=C/c1cccc([N+](=O)[O-])c1)NCCSCc1ccco1	0.0	-2	11	.	-3	1	1	5	4	0.4
CCN(CC)CCn1cnc2c([nH]c3cccc(OC)c32)c1=O	0.4	103*	-1	1.8	-5	7	-7	-6	-1	0.3
Cc1ccccc1C(=O)OCC(=O)NCC1COc2ccccc2O1 (configuration not stated)	i	1	-9	1.3	.	.	.	4	-1	.
CCOC(=O)C1(CCOc2ccccc2)CCN(Cc2cccn2-c2cccnc2)CC1	-0.3	2	17	.	13	-1	4	-7	-7	-0.8
O=c1[nH]c(/C(Cl)=C/c2cc(Cl)ccc2O)nc2cc(Cl)ccc12	-0.2	2	5	-0.5	-2	-33	3	12	11	.
Cc1c(C)c2ccc(OC(C)C(=O)NC3CCN(Cc4ccccc4)CC3)cc2oc1=O (configuration not stated)	i	84*	-5	0.7	34	-2	3	-7	2	2.6
CNC(=O)c1cc(NC(=O)N(CCC#N)CCN(C(=O)NC(Cc2ccccc2)C(=O)NC(CC(C)C)C(=O)NC)c2ccccc2)ccc1OC (configuration not stated)	i	17	0	.	.	.	.	22	-16	.
COc1cc(/C=N/n2nnnc2N)ccc1OC(C)C	i	8	.	2.1	13	.	2	23	2	0.3
O=c1cc(N2CCCCC2)nc2n1CCCS2	-0.3	2	-5	0.3	14	9	1	12	6	2.6
CCOc1ncccc1C(=O)OCC(=O)Nc1ccc2c(c1)OCO2	-0.2	1	-8	0.5	5	-11	1	-2	7	-0.6
O=C(c1ccc2c(c1)OCCO2)N(c1ccccn1)C1CCCCC1	-3.4	1	-4	-0.4	-17	0	2	2	3	-2.2
CCn1c(Cc2ccccc2)nnc1SCC(=O)Nc1nc(C)cs1	-0.3	-13	-19	.	27	-9	0	-5	7	-1.2
Cc1nc(NC(=O)c2ccccc2)sc1-c1csc(Nc2cccc(Cl)c2)n1	.	.	.	.	16	-19	3	.	.	0.3
O=C(Cc1ccccc1)NCC(=O)OCC(=O)c1ccc(Cl)cc1	i	9	-27	-0.4	-14	3	-8	0	2	-0.1
COc1cc(C(=O)NC2CCCCCCC2)cc(OC)c1OC	-0.4	3	-5	.	.	-6	.	16	9	-0.8
CCOC(=O)c1sc(NC(=O)CSc2nnc(-c3ccco3)n2CC)c(C(=O)OCC)c1C	-0.8	1	12	-1.7	-5	-5	4	11	-9	1.2
CCOc1cc(C)nc(Oc2ccc(=O)[nH]n2)n1	i	-2	-10	3.1	17	-3	1	6	5	1.7
O=C1OC(c2ccccc2)Sc2ccccc21 (configuration not stated)	-5.6	0	-19	-3.5	.	.	.	5	2	.
CCC(=O)Nc1nc(C)c(C(=O)Nc2cccc(Cl)c2)s1	-1.2	-2	-1	0.6	9	-22	0	7	-18	-1.8
CS(=O)(=O)c1ncc(Cl)c(C(=O)Nc2ccc3ccccc3c2)n1	0.3	-1	-11	.	17	.	4	1	-14	.
Cc1ccc(-c2nnc(CN3CCN(C)CC3)o2)cc1	-0.4	5	1	.	40	4	-1	0	1	-0.2
CC(=O)NC1CCCN(O)C(=O)/C=C(\C)CCOC(=O)C(NC(C)=O)CCCN(O)C(=O)/C=C(\C)CCOC(=O)C(NC(C)=O)CCCN(O)C(=O)/C=C(\C)CCOC1=O (configuration not stated)	-0.3	3	.	1.0	21	0	6	1	-28	0.2
CCC[C@H]1CN(c2ccc(Br)cc2)C(=O)[C@@H]1CC(=O)NC	0.5	-1	.	-2.2	.	.	.	10	9	.

In another format: entries from further up.
mol,BH1578 lux ind,FBA Mtb inh,SSB-PriA inh,BioA inh,VHR inh abs,Rv3671c protease,SARS 3CLpro inh,GDH-TPI inh,MazF activator,Mtb UGM inh
CCc1nnc(N/N=C/c2ccccc2F)n1N,-0.2,-2,.,.,12,-84,1,-2,3,-1.2
CC1CCCC(NC(=O)CN2C(=O)NC(c3ccccc3)(c3ccccc3)C2=O)C1C (configuration not stated),-0.3,-2,-4,1.2,.,.,.,4,4,.
CCOc1ccc(N(CC(=O)Nc2cccc(C)c2C)S(=O)(=O)c2c(C)[nH]c(=O)[nH]c2=O)cc1,-0.7,1,-1,-0.7,27,-10,-2,1,1,0.1
NC(=O)CSc1nnc2n(N)c(=O)c3ccccc3n12,i,-2,-2,0.4,.,-12,0,-4,3,0.4
CC(C)(C)c1nc(SCC(=O)c2ccccc2)c2ccccc2n1,0.1,1,-13,.,3,2,4,6,3,-0.7
CC(C)CCSc1nc2ccccc2[nH]1,-0.3,-1,-12,.,7,12,-5,-1,0,-0.1
Cc1ccc(S(=O)(=O)N2CCOCC2)cc1C(=O)OC(C)C(=O)NC1CCCC1 (configuration not stated),2.1,1,0,-1.2,.,0,.,2,5,0.7
Cc1ccc(-c2cnc(NC(=O)CCC(=O)N(C)Cc3ccccc3)n2C)cc1,i,-8,18,0.0,26,0,2,-7,-5,-1.5
O=C(CCc1ccc(S(=O)(=O)N2CCOCC2)cc1)OCC(=O)c1ccccc1F,i,-2,1,0.3,.,-1,.,2,9,-0.3
CC(=O)Oc1ccc2c(C)c(CC(=O)N3CCN(C(=O)C4COc5ccccc5O4)CC3)c(=O)oc2c1C (configuration not stated),0.5,44*,-11,-2.2,8,-2,0,2,9,-0.5
COC(=O)COc1cccc(NC(=O)c2ccc(C)cc2)c1,-0.2,0,-10,7.6,24,-11,-1,0,4,-1.9
